From PubChem
NCI-60 one-dose screen, 48 h, at 10 µM unless noted. Numbers give growth in % (100 = growth as untreated, 0 = no growth, -100 = all killed).
HS 578T = HS 578T breast cancer | AID 1794788 | 4.1% of 78,000 active
UACC-257 = UACC-257 melanoma; 4.4% of 78,000 active; AID 1794764
SK-MEL-2 = SK-MEL-2 melanoma; AID 1794763; 4.7% of 77,000 active
UACC-62 = UACC-62 melanoma | 5.4% of 81,000 active | AID 1794756
SK-MEL-28 = SK-MEL-28 melanoma | 4.1% of 81,000 active | AID 1794761
T-47D = T-47D breast cancer; 5% of 79,000 active; AID 1794792
MALME-3M = MALME-3M melanoma. 5.8% of 78,000 active
BT-549 = BT-549 breast cancer | 4.4% of 78,000 active
* marks the source's active call; other numbers are inactive results; · = not tested or not shown. How the source made its calls: active means growth percent below 10; inactive means the rest.

Preview:
Order of results – SK-MEL-2	UACC-62	SK-MEL-28	UACC-257	BT-549	MALME-3M	T-47D	HS 578T
> CCCCCN(CCCCC)CC(O)c1ccc2cc(Br)c3ccccc3c2c1 (centres undefined)
    96	·	96	103	105	91	76	96
> CC(C)OC(=O)[C@]12CCC(C)(C)C[C@H]1C1=CC[C@@H]3[C@@]4(C)C/C(=C/c5cccnc5)C(=O)C(C)(C)[C@@H]4CC[C@@]3(C)[C@]1(C)CC2
    81	56	94	75	91	86	45	93
> CS(=O)CC(O)(c1ccc(F)cc1)C1CC1 (centres undefined)
    102	108	110	110	108	100	101	108
> CC1=NN(C(=O)c2sc3nnc(-c4ccccc4)c(-c4ccccc4)c3c2O)C(=O)C1
    110	77	83	87	104	·	82	90
> Cc1cccc(NC(=O)[C@@H]2c3ccccc3C(=O)N(c3ccc(Cl)cc3)[C@H]2c2ccc(Cl)cc2)n1
    57	44	69	·	63	61	42	72
> CC(=O)/C(C)=C\C1C(C)=CCCC1(C)C (centres undefined)
    113	103	114	107	99	102	·	108
> Cc1cccc(N(CCO)CCO)c1
    95	85	115	96	·	92	82	·
> O=C(COc1ccc(-c2nc3ccccc3c(=O)[nH]2)cc1)N/N=C/c1ccccc1
    99	104	111	97	85	95	94	·
> O=C1CSC(=S)N1/N=C/c1cccc(OCc2ccccc2)c1
    106	108	109	108	103	97	94	106
> COc1ccc(/C=C\C(=O)NC2CC[C@]3(C)[C@H]4CC[C@@H]5[C@@H]([C@@](C)(O)CCC=C(C)C)CC[C@@]5(C)[C@]4(C)CC[C@H]3C2(C)C)cc1 (some centres undefined)
    98	75	99	80	69	93	67	96
> O=C(Nc1ncccc1OCc1cn(Cc2ccc(Cl)cc2)nn1)c1ccccc1
    105	92	107	114	94	105	94	101
> O=C1Nc2cc(OC(F)(F)F)ccc2Oc2ccc(-c3ccnc(N4CCNCC4)c3)cc21
    ·	-71*	-81*	77	-4.3*	-79*	-62*	2.5*
> O=S(=O)(NCCNc1nccc(-c2c(-c3cccc(F)c3)nc3occn23)n1)c1cccc(F)c1
    79	53	90	91	84	74	44	81
> CS(=O)(=O)Nc1ccc(Nc2c3ccccc3nc3cc([N+](=O)[O-])ccc23)cc1
    23	32	43	45	33	23	-11*	60
> c1ccc2c(CCc3ccncc3)cccc2c1
    98	82	105	122	106	112	84	100
> OCCCNc1nc2nonc2nc1Nc1ccccc1
    86	94	116	95	·	101	·	99
> CCCCCCCCCCCCCCCCCc1nccn1CCO
    82	92	·	90	70	90	47	83
> O=C(O)c1ccc(-n2cc(/C=N/Nc3ccccc3)c(-c3ccc(F)cc3F)n2)cc1
    15	-14*	74	114	95	70	35	69
> O=C(/C=C/c1ccccc1)Nc1ncccc1OCc1cn(Cc2ccc(Cl)cc2)nn1
    99	104	102	96	·	99	73	101

This part in full, from the start:
Order of results – SK-MEL-2	UACC-62	SK-MEL-28	UACC-257	BT-549	MALME-3M	T-47D	HS 578T
> CCCCCN(CCCCC)CC(O)c1ccc2cc(Br)c3ccccc3c2c1 (centres undefined)
    96	·	96	103	105	91	76	96
> CC(C)OC(=O)[C@]12CCC(C)(C)C[C@H]1C1=CC[C@@H]3[C@@]4(C)C/C(=C/c5cccnc5)C(=O)C(C)(C)[C@@H]4CC[C@@]3(C)[C@]1(C)CC2
    81	56	94	75	91	86	45	93
> CS(=O)CC(O)(c1ccc(F)cc1)C1CC1 (centres undefined)
    102	108	110	110	108	100	101	108
> CC1=NN(C(=O)c2sc3nnc(-c4ccccc4)c(-c4ccccc4)c3c2O)C(=O)C1
    110	77	83	87	104	·	82	90
> Cc1cccc(NC(=O)[C@@H]2c3ccccc3C(=O)N(c3ccc(Cl)cc3)[C@H]2c2ccc(Cl)cc2)n1
    57	44	69	·	63	61	42	72
> CC(=O)/C(C)=C\C1C(C)=CCCC1(C)C (centres undefined)
    113	103	114	107	99	102	·	108
> Cc1cccc(N(CCO)CCO)c1
    95	85	115	96	·	92	82	·
> O=C(COc1ccc(-c2nc3ccccc3c(=O)[nH]2)cc1)N/N=C/c1ccccc1
    99	104	111	97	85	95	94	·
> O=C1CSC(=S)N1/N=C/c1cccc(OCc2ccccc2)c1
    106	108	109	108	103	97	94	106
> COc1ccc(/C=C\C(=O)NC2CC[C@]3(C)[C@H]4CC[C@@H]5[C@@H]([C@@](C)(O)CCC=C(C)C)CC[C@@]5(C)[C@]4(C)CC[C@H]3C2(C)C)cc1 (some centres undefined)
    98	75	99	80	69	93	67	96
> O=C(Nc1ncccc1OCc1cn(Cc2ccc(Cl)cc2)nn1)c1ccccc1
    105	92	107	114	94	105	94	101
> O=C1Nc2cc(OC(F)(F)F)ccc2Oc2ccc(-c3ccnc(N4CCNCC4)c3)cc21
    ·	-71*	-81*	77	-4.3*	-79*	-62*	2.5*
> O=S(=O)(NCCNc1nccc(-c2c(-c3cccc(F)c3)nc3occn23)n1)c1cccc(F)c1
    79	53	90	91	84	74	44	81
> CS(=O)(=O)Nc1ccc(Nc2c3ccccc3nc3cc([N+](=O)[O-])ccc23)cc1
    23	32	43	45	33	23	-11*	60
> c1ccc2c(CCc3ccncc3)cccc2c1
    98	82	105	122	106	112	84	100
> OCCCNc1nc2nonc2nc1Nc1ccccc1
    86	94	116	95	·	101	·	99
> CCCCCCCCCCCCCCCCCc1nccn1CCO
    82	92	·	90	70	90	47	83
> O=C(O)c1ccc(-n2cc(/C=N/Nc3ccccc3)c(-c3ccc(F)cc3F)n2)cc1
    15	-14*	74	114	95	70	35	69
> O=C(/C=C/c1ccccc1)Nc1ncccc1OCc1cn(Cc2ccc(Cl)cc2)nn1
    99	104	102	96	·	99	73	101
> Cc1ccccc1NC(=O)c1sc2nc3c(cc2c1N)COCC3
    107	89	99	106	96	105	107	99
> Cc1ccc(-c2nc3ccccc3n2CC(=O)N/N=C/c2cccc(OCc3ccccc3)c2)o1
    99	71	94	82	96	90	51	75
> O=C(NCCc1ccccc1)c1nnn(-c2ccccc2)c1-c1ccco1
    105	85	99	104	96	96	107	102
> Cc1ccc(NC(=O)N2c3ccccc3SC2c2ccco2)c(C)c1 (centres undefined)
    103	80	108	99	93	·	88	106
> COc1ccc2[nH]c(C(=O)OCc3ccc4cccc(O)c4n3)cc2c1
    -20*	-81*	·	-71*	-79*	-76*	-54*	-8.8*
> O=C1N(Cc2ccccc2)c2ccccc2C12CC(c1ccccc1)=NN2 (centres undefined)
    ·	97	95	·	103	125	94	99
> CC(C)(O)CC(c1ccccc1)(c1ccccc1)c1ccccc1
    99	77	116	97	111	109	88	101
> CCCCCCCCOc1cccc(S(=O)(=O)Nc2ccc(C)cc2C(=O)O)c1
    90	85	106	97	115	96	105	106
> Cc1ccc(S(=O)(=O)NC2CCCCCCC2)cc1
    103	104	115	110	96	105	93	101
> Cc1cccc(O)c1
    109	101	103	111	105	150	112	108
> COc1ccc(Cl)cc1C(C)=O
    97	104	118	102	105	100	81	103
> CO[C@H]1CSS[C@@H]1Cn1nc(-c2ccc(Oc3ccccc3)cc2)c2c(N)ncnc21
    -34*	-70*	-36*	-3.5*	4.5*	-38*	2.6*	28
> COc1ccc(-c2cc(-c3ccc(Nc4nc(Nc5ccccc5)nc(Nc5ccc(Cl)cc5)n4)cc3)nc(N)n2)cc1
    71	59	85	77	82	79	36	·
> c1ccc2c3c([nH]c2c1)CCCC3
    95	89	111	92	104	133	94	107
> Cc1c(O)cc(-c2cnc(N/N=C\c3ccc(Cl)cc3)s2)c(O)c1C
    101	82	94	91	67	107	-11*	78
> CCOC(=O)CC1CSC(c2ccc(F)cc2)=N1 (centres undefined)
    101	90	98	96	109	111	99	107
> CN(C1c2ccccc2Oc2ccccc21)S(=O)(=O)c1ccc(Cl)cc1
    99	·	108	85	76	104	75	99
> O=C(NNC(=O)N1c2ccccc2C=Cc2ccccc21)c1ccc(Br)cc1
    106	86	97	109	·	98	99	99
> COc1ccc(-c2nn(-c3cccc(NC(=O)Nc4cccc(C(F)(F)F)c4)c3)cc2-c2ccncc2)cc1Cl
    ·	-21*	16	-6.0*	8.3*	-10*	-6.9*	32
> C=CC(=O)N1CCN(c2ccc3nc4c(nc3c2C(F)(F)F)C(=O)c2ncccc2C4=O)CC1
    40	-60*	30	-83*	10	-98*	-4.4*	76
> FC(F)(F)c1nn(-c2ccccc2)c2c1-c1ccccc1CO2
    106	87	99	101	113	·	88	101
> Nc1nn(-c2cccc(C(F)(F)F)c2)c2cccc[n+]12
    ·	106	99	92	88	93	100	109
> CCN[C@@H]1C[C@H](N)[C@@H](O[C@H]2OC(CN)=CC[C@H]2N)[C@H](O)[C@H]1OC1OC[C@](C)(O)[C@H](NC)[C@H]1O (some centres undefined)
    ·	110	124	121	109	112	106	112
> O=C(NCCN1CCOCC1)n1cc(-c2ccncc2)c(-c2ccc(O)c(Cl)c2)n1
    ·	91	111	118	·	128	94	105
> O=C(Cc1ccc(Cl)nc1)Nc1cc(NCCCO)c([N+](=O)[O-])cc1Cl
    100	81	99	94	95	·	94	89
> Cn1c(NCCO)nc(-c2cccc([N+](=O)[O-])c2)c(C#N)c1=O
    109	97	108	100	98	96	95	102
> COC(=O)[C@H]1Cc2c([nH]c3ccccc23)[C@H](c2cccs2)N1
    101	87	105	106	107	96	94	101
> NC(=O)c1c(NC(=O)c2ccccc2C(F)(F)F)sc2c1CCC(=O)C2
    45	10	42	11	15	15	14	33
> COc1cc2c(cc1NC(=O)c1ccccc1-c1ccccc1C(=O)O)-c1ccccc1C2
    106	95	97	104	103	106	100	94
> OCCNC(Cc1ccccc1)c1ccccc1OCCO (centres undefined)
    80	99	105	99	78	99	38	109
> CCCCCCCCCCCCCCCCCC1=NCCN1CS(=O)(=O)O
    70	89	103	92	94	·	57	·

Further results follow.
Order of results – SK-MEL-2	UACC-62	SK-MEL-28	UACC-257	BT-549	MALME-3M	T-47D	HS 578T
> Nc1ccc(SCc2cc3ccccc3[nH]c2=O)cc1
    96	54	100	101	78	98	71	104
> COc1cc2ccnc3c2c(c1OC)-c1ccncc1-3
    117	94	122	·	94	99	107	86
> CCOc1ccc(S(=O)(=O)Nc2ccc3c(c2)N(S(=O)(=O)CC)CCC3)cc1
    111	65	103	85	95	100	68	81
> CC1=C(C(=O)n2c3ccccc3c3ccccc32)C(c2ccc(Cl)cc2)C(C(=O)n2c3ccccc3c3ccccc32)=C(C)N1
    95	80	105	100	87	80	84	92
> COc1cc(/C=C/C(=O)c2c(C)nc3ccccc3c2/C=C/c2ccc(C)cc2)cc(OC)c1OC
    40	26	20	44	36	39	19	47
> O=[N+]([O-])c1cc(Cl)ccc1-n1cc(COc2ncnc3sc4c(c23)CCCC4)nn1
    107	77	102	104	106	107	90	98
> Cc1ccc(NC(=O)N/N=C/c2c[nH]c3ccccc23)cc1
    103	97	105	107	90	98	85	93
> Cc1[c-]onc1C.Cc1[c-]onc1C.[Ag].[Ag].[NH-]S(=O)(=O)c1ccc(N=Nc2cc(N=Nc3ccc(S([NH-])(=O)=O)cc3)c3c(NC(=O)C(Cl)Cl)cccc3c2OC(=O)C(Cl)Cl)cc1
    ·	86	86	79	95	7.7*	-12*	85
> CCc1c(C)c2ccc3c(c2oc1=O)N=C(c1ccccc1)CO3
    104	104	114	·	91	105	100	110
> O=Nc1c(O)ccc2ccccc12.O=Nc1c(O)ccc2ccccc12.O=Nc1c([O-])ccc2ccccc12.[Fe+3]
    107	96	104	110	103	96	104	113

2 of these compounds, reformatted.
| Molecule | SK-MEL-2 | UACC-62 | SK-MEL-28 | UACC-257 | BT-549 | MALME-3M | T-47D | HS 578T |
| --- | --- | --- | --- | --- | --- | --- | --- | --- |
| CCOc1ccc(S(=O)(=O)Nc2ccc3c(c2)N(S(=O)(=O)CC)CCC3)cc1 | 111 | 65 | 103 | 85 | 95 | 100 | 68 | 81 |
| O=[N+]([O-])c1cc(Cl)ccc1-n1cc(COc2ncnc3sc4c(c23)CCCC4)nn1 | 107 | 77 | 102 | 104 | 106 | 107 | 90 | 98 |

More records.
Order of results – SK-MEL-2	UACC-62	SK-MEL-28	UACC-257	BT-549	MALME-3M	T-47D	HS 578T
> NS(=O)(=O)c1ccc(NC(=O)Nc2nc(-c3ccc(F)cc3)cs2)cc1
    115	95	106	113	94	95	95	106
> COC(CCP(=O)(c1ccccc1)c1ccccc1)(C(=O)c1ccccc1)c1ccccc1 (centres undefined)
    35	54	89	64	60	96	48	83
> COc1ccc2nc(SCC(=O)Nc3ccccc3C)[nH]c2c1
    101	84	96	90	98	97	84	91
> CCc1cccc(O)c1
    99	98	108	105	113	97	98	100
> O=C(NNC(=S)NC(=O)c1ccccc1)c1ccc(OCc2nc3ccc(Cl)cc3[nH]2)cc1
    -47*	-88*	-83*	-25*	-52*	-75*	10	3.5*
> NNc1nc(-c2cccnc2)nc2c1sc(=S)n2-c1ccccc1
    68	108	119	92	73	100	63	112
> CC1=CC(C)(C)NC(=S)N1c1cccc2c(S(=O)(=O)O)cccc12
    ·	94	118	115	·	107	116	139
> O=C(O)CP(=O)(O)CCc1ccccc1
    101	98	104	86	96	102	92	99
> Cc1cc2nc(C(C)O)[nH]c2cc1C (centres undefined)
    97	97	104	120	91	106	109	96
> CCCCCCCC/C(C=O)=C\c1ccccc1
    113	102	105	102	102	97	97	100
> O=C1NCCN1CCO
    116	97	108	97	105	96	100	107
> CC(C)(O)c1ccc[n+]([O-])c1
    ·	103	98	93	111	91	105	112
> O=C1c2ccccc2OC=C(c2ccccc2)N1CCCCNc1ccc(S(=O)(=O)Nc2ncccn2)cc1
    99	87	108	92	100	110	89	93
> Cc1cc(C(=O)C(C)C(=O)C(F)(F)F)c(C)s1 (centres undefined)
    107	99	110	·	106	103	103	104

An unsorted share of the library; any-hit rate near 10%.
